ABHD5-PLIN5 inh = blocks binding of human ABHD5 to perilipin-5; Q00G26+Q8WTS1; Split G. princeps luciferase complementation, luminescence, 4 h; inhibition, % at 4 µM; 360,000 compounds, 0.78% hits;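 active means inhibition above the mean inhibition across every tested compound plus 3 SD, cut at about 22% in these data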;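 further: 0% = DMSO only wells and the 100% control is not disclosed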
MC4R antag cAMP = blocks human MC4R cAMP signaling. inhibition, % at 6.5 µM. AID 540295. MC4R-expressing cells, MTII-stimulated cAMP, LANCE TR-FRET. 360,000 compounds, 0.48% hits;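 active means inhibition above its plate's cutoff, the mean of tested wells on that plate plus 3 SD, cut at about 29% in these data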;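 further: 0% = Melanotan II alone and 100% = Melanotan II plus saturating MCL0020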
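material = U2OS cells stably expressing human melanocortin 4 receptor (MC4R) | also added = Melanotan II challenge | dosing = single nominal compound dose of 6.5 µM | detection = TR-FRET with Eu-cAMP and labeled anti-cAMP, 671 nm | replication = singlicate | timing = compound 30 min, challenge 1 h, detection 1 h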
Vif imaging = inhibitors of HIV Vif. HEK293T cells, Vif self-association by quenched fluorescence, imaging, 24 h. inhibition, % at 7.49 µM. 340,000 compounds, 0.35% hits; in the data active means inhibition above about 50%, passing the limit was not always enough; further: some results filed as inactive read as strong as hits
ABCB6 inh 2 = human ABCB6 transporter inhibition. Q9NP58. K562-ABCB6 porphyrin accumulation, flow cytometry, 1 h; stronger effect = lower value. fluorescence ratio to DMSO, % at 10 µM. 360,000 compounds, 0.19% hits;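 active means fluorescence ratio to DMSO below 75%, the collection mean minus 3 SD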;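 further: signal is porphyrin accumulated inside mitochondria; 100% equals median channel fluorescence of DMSO control wells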
Target sequence (Q9NP58 whole entry, looked up): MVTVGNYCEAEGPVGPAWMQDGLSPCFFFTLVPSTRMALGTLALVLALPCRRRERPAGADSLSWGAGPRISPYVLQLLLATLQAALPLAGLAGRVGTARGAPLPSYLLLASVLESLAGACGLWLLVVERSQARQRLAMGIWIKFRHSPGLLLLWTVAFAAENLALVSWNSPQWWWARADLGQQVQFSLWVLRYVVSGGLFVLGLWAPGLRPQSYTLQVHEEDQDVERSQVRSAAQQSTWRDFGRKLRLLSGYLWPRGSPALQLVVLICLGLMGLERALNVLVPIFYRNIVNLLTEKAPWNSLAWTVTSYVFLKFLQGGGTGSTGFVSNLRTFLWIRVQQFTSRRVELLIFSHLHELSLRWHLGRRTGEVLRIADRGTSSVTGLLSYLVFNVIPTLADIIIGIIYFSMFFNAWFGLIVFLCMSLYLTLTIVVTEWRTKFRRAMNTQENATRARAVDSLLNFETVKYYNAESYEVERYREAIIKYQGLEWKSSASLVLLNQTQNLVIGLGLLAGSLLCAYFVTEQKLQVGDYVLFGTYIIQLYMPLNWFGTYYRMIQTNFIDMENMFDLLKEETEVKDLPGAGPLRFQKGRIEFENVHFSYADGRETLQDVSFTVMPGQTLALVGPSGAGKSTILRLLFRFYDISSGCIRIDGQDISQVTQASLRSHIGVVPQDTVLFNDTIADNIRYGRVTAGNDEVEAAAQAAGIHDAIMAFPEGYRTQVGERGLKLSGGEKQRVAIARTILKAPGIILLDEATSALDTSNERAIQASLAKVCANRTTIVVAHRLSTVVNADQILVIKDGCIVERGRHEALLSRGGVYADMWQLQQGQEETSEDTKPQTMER
N-glyco inh = blocks N-linked glycosylation in D54 reporter cells; D54 ERlucT glycosylation luciferase reporter, 24 h; percent of 100 nM tunicamycin response; reporter increase, % at 12.5 µM; 360,000 compounds, 0.23% hits;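 active means mean luciferase reporter signal, scaled so untreated is 0 and the glycosylation-blocking control 100, at or above a set limit in every replicate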;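 further: luciferase carries N-glycosylation sites so blocking glycosylation raises the light; 0% = median of neutral control wells and 100% = median of 100 nM tunicamycin wells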
Exocytosis inh = lytic granule exocytosis inhibition. TALL-104 LAMP-1 surface exposure, flow cytometry; cells stimulated with thapsigargin and PMA. inhibition, % at 10 µM. 360,000 compounds, 0.66% hits;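 active means inhibition above about 55%, limit read from the data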
MC4R barr agon = activates human MC4R beta-arrestin recruitment. P32245. U2OS MC4R beta-arrestin complementation, luminescence; percent of melanotan II response, DMSO zero. activation, % at 8.9 µM. 360,000 compounds, 0.98% hits. AID 540308;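 active means activation above a per-plate cutoff, the mean activation of sample wells on that plate plus 3 SD, cut at about 8% in these data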
aDG glyco act = increases alpha dystroglycan glycosylation; Pro5-aDG cells, alpha-DG glycosylation AlphaScreen (IIH6); 0% Pro5, 100% B10-LARGE cell signal; activation, % at 10 µM; 360,000 compounds, 0.22% hits;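 active means activation of at least 8% versus controls, or a plate z-score of at least 8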;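 further: Pro5 are CHO cells carrying HIG-tagged alpha-DG that lacks glycosylation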
NOD2-RIPK2 inh = blocks binding of human NOD2 to RIPK2 | AID 624267 | 360,000 compounds, 0.38% hits | inhibition, % at 4.98 µM | CHO BLA complementation NOD2-RIPK2, CCF4 ratio | O43353; in the data active means inhibition above about 21%;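 further: 0% = vehicle only and 100% = reference blocker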
TLR9-MyD88 block = inhibitors of human TLR9-MyD88 binding. Q9NR96+Q99836. 340,000 compounds, 0.21% hits. inhibition, % at 4.98 µM. CHO BLA complementation TLR9-MyD88, CCF4 FRET ratio;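 active means inhibition above the mean over all tested compounds plus 3 SD, cut at about 21% in these data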;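 further: 0% = DMSO only wells and 100% = clavulanate BLA inhibitor control wells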
* = called active by the depositor; x = not tested or not shown.

SMILES | ABHD5-PLIN5 inh | MC4R antag cAMP | Vif imaging | ABCB6 inh 2 | N-glyco inh | Exocytosis inh | MC4R barr agon | aDG glyco act | NOD2-RIPK2 inh | TLR9-MyD88 block
COc1ccc(CCN2C(=O)CC(Nc3ccc(N4CCOCC4)cc3)C2=O)cc1OC (configuration not stated) | -10 | 9 | -5 | 90 | 4 | 0 | -1.0 | -0.3 | -3 | -55
CCNS(=O)(=O)c1ccc(-c2ccc(-n3cnnn3)cc2)cc1 | -3 | 12 | -3 | 97 | -3 | -1 | -2.7 | 0.1 | -2 | 10
COC1=C(Br)C(=O)c2ncccc2C1=O | -28 | 6 | -2 | 92 | -11 | 107* | -1.9 | -0.4 | 6 | -5
CC(C)(CNC(=O)c1cccs1)CNC(=O)c1cccs1 | 0 | -1 | -7 | 101 | -1 | -3 | -0.3 | 0.1 | -12 | 0
CCOC(=O)c1ccc(NC(=O)CCc2nc(-c3ccccc3Cl)no2)cc1 | -3 | 0 | -9 | 99 | 1 | 1 | 1.2 | 2.4 | -12 | -10
O=C1C(c2ccc(F)cc2)N(Cc2ccc3c(c2)OCO3)C(=O)CN1C1CCCCC1 (configuration not stated) | 2 | 1 | 0 | 86 | 2 | -1 | -1.8 | 0.3 | 3 | -10
Cc1ccc(C)c(NC(=O)Nc2ccc3c(c2)OCO3)c1 | 2 | 0 | -6 | 101 | 2 | 2 | -2.5 | -0.3 | -8 | 5
O=C(COC(=O)c1ccc(Cl)cc1[N+](=O)[O-])NNC(=O)c1cccs1 | 1 | 14 | 2 | 100 | 3 | -22 | -2.5 | -0.1 | -21 | 5
O=C(Nc1ccc(Cl)cc1)c1nc[nH]c1C(=O)NCCCCNC(=O)c1[nH]cnc1C(=O)Nc1ccc(Cl)cc1 | -4 | 17 | -3 | 91 | -9 | 2 | 0.0 | -0.3 | 6 | 11
O=C(CSc1ncn[nH]1)Nc1ccc([N+](=O)[O-])cc1Br | 4 | 9 | 2 | 104 | -2 | 3 | -0.6 | 0.6 | -6 | 0
CN(C)c1ccc(C(=S)N2CCN(C(=S)Nc3ccccc3)CC2)cc1 | -5 | 7 | -6 | 92 | 0 | -2 | 1.9 | 0.5 | -4 | 3
N#CCSc1ccccc1NC(=O)CN1C(=O)C(=O)N(Cc2ccccc2)C1=O | 0 | 0 | -3 | 216 | 1 | 0 | -0.5 | -0.2 | 1 | -3
COC(=O)CN(c1ccccc1)S(=O)(=O)c1cc(Br)ccc1OC | 2 | 8 | 10 | 92 | 2 | 10 | -2.0 | 0.0 | 3 | -16
CCC(C)Sc1nnc(CNS(=O)(=O)c2ccc(F)cc2)n1C (configuration not stated) | -2 | 5 | -9 | 97 | 0 | -20 | -1.2 | -0.2 | -5 | -11
Cc1ccc(S(=O)(=O)n2nc(OC(=O)c3ccco3)cc2N)cc1 | 1 | 2 | -1 | 97 | 4 | -2 | -1.4 | 0.0 | 1 | 0
Cn1c(NC(=O)c2ccco2)c(-c2ccccc2)c(=O)c2ccccc21 | -2 | -3 | 4 | 99 | 0 | -1 | -0.1 | -0.3 | 6 | 4
O=C(CSc1nc2ccccc2c(=O)n1CC1CCCO1)Nc1ccccc1Cl (configuration not stated) | 6 | 4 | -7 | 98 | -4 | 8 | -0.5 | -0.1 | -2 | -2
Cc1nc2ccn(Cc3ccccc3)c(=O)c2cc1C(=O)N1CCN(c2ccc(F)cc2)CC1 | 12 | -15 | -3 | 95 | 0 | -14 | -0.4 | 0.0 | 3 | -2
COCCn1c(C)nnc1SCC(=O)NNC(=O)c1ccc(Cl)cc1 | 2 | 17 | -16 | 103 | 0 | -6 | -1.4 | 0.0 | 5 | -6
CC(=O)Nc1ccc(-n2nnnc2SCC(=O)N2CCN(C(=O)c3ccco3)CC2)cc1 | 3 | 2 | 10 | 94 | -1 | 1 | -1.4 | -0.1 | 0 | 2
COc1cc(N(C(=O)Cc2cccs2)C(C(=O)NC2CCCCC2)c2cccc(OC)c2OC)ccc1-n1cnnn1 (configuration not stated) | -6 | 3 | 6 | 96 | -4 | 14 | -1.0 | 0.3 | 1 | 2
COc1ccc(OC)c(-c2csc(NC(=O)Cc3ccc(F)cc3)n2)c1 | -6 | -11 | 5 | 100 | 1 | 97* | -0.3 | 0.3 | -13 | -8
CCOc1ccc(OCCC(=O)OCC(=O)NCCc2ccc(S(N)(=O)=O)cc2)cc1 | -8 | 16 | -5 | 102 | 0 | -11 | -1.8 | -0.2 | 6 | -9
CCCC(=NCC(=O)O)C1=C(O)C(C(=O)OC)C(C)(C)CC1=O (configuration not stated) | -4 | 5 | 13 | 104 | 1 | 0 | -1.8 | -0.2 | -5 | 11
CC(=O)N(Cc1ccco1)c1nc(C(=O)Nc2ccc(Cl)cc2)c(C)s1 | 3 | 11 | -3 | 99 | -4 | 9 | -1.5 | 1.6 | 2 | 1
Next part
SMILES | ABHD5-PLIN5 inh | MC4R antag cAMP | Vif imaging | ABCB6 inh 2 | N-glyco inh | Exocytosis inh | MC4R barr agon | aDG glyco act | NOD2-RIPK2 inh | TLR9-MyD88 block
O=C(Nc1cccc2ncccc12)c1cccc(F)c1 | -10 | 3 | x | 99 | 2 | 0 | 3.9 | 0.1 | -3 | -6
O=C(NC1CCCC1)C(c1ccncc1)N(Cc1ccccc1)C(=O)c1ccc(-c2ccccc2)[nH]1 (configuration not stated) | 21 | 19 | -4 | 99 | 2 | 4 | -0.6 | 0.9 | 1 | -4
CCCCCCC(c1c(C)n(C)n(-c2ccccc2)c1=O)c1c(C)n(C)n(-c2ccccc2)c1=O | 1 | 3 | -6 | 89 | -1 | -4 | -0.5 | 0.2 | -2 | -1
Cc1cccc(NC(=O)CNC(=O)COc2cccnc2[N+](=O)[O-])c1C | 2 | 10 | -4 | 103 | 0 | 9 | 0.5 | 0.2 | 2 | -10
N#Cc1ccc(OCC(=O)NC(=O)NC2CCS(=O)(=O)C2)cc1 (configuration not stated) | 8 | 4 | 4 | 97 | -2 | -1 | -2.1 | 0.0 | -2 | -9
N=C1SCC(=O)N1c1ccc(Cl)cc1 | -1 | -4 | 18 | 99 | 0 | 0 | -1.6 | -0.1 | 3 | -8
CC(C)CC(c1nnnn1C(C)(C)C)N1CCN(C2CCCC2)CC1 (configuration not stated) | 2 | -6 | -11 | 97 | 0 | 2 | 0.1 | 0.7 | -13 | -6
C1=Cc2ccccc2Nc2ccccc21 | 0 | 7 | 0 | 95 | 0 | 0 | -1.1 | 0.2 | -7 | 0
CCOc1ccc(S(=O)(=O)N2CCC(C(=O)OCc3cccc(OC)c3OC)CC2)cc1 | 8 | 10 | 34 | 96 | 1 | 1 | 0.0 | -0.3 | 11 | 6
C[C@@H]1CN([C@H](C)CO)C(=O)CCCn2nncc2CO[C@@H]1CN(C)S(=O)(=O)c1ccc(Cl)cc1 | -8 | 4 | 9 | 97 | 2 | -4 | -0.8 | 0.0 | -4 | -6
Cc1ccc(C(=O)NCC(c2cccs2)N(C)C)cc1S(=O)(=O)N1CCOCC1 (configuration not stated) | 2 | -4 | -8 | 98 | 0 | -3 | -0.7 | 0.2 | 8 | 4
Cc1noc(/C=C/N(C)C)c1S(=O)(=O)N1CCCC(C(=O)NC2CCCCC2C)C1 (configuration not stated) | -6 | 5 | -2 | 104 | 0 | 2 | 1.7 | 0.0 | -8 | -5
COc1ccc(-c2csc(C(C)(O)c3ccc(F)c(F)c3)n2)cc1OC (configuration not stated) | -3 | -3 | -11 | 103 | -1 | -3 | 1.1 | 1.0 | -11 | x
CCOC(=O)C1CCCN(c2c(N3CCN(C)CC3)c(=O)c2=O)C1 (configuration not stated) | 0 | 4 | x | 100 | 4 | 2 | -1.6 | 1.5 | -9 | -8
COc1ccccc1CN1CCN(C(=O)c2cccc3ccccc23)CC1 | 0 | 23 | 34 | 96 | -3 | 1 | -0.9 | -0.1 | 3 | x
C=C(C)C(=O)Nc1cccc(C2=NOC3(C2)C[C@@H](C(N)=O)N(C(=O)C2(C)CC2)C3)c1 (some centres not stated) | -3 | 2 | -4 | 101 | -2 | 5 | -0.3 | -0.1 | -1 | -9
COc1ccccc1CNC(=O)CC1Sc2ccccc2NC1=O (configuration not stated) | 0 | 3 | 3 | 94 | 1 | -4 | 1.3 | 0.5 | -15 | 7
Cc1ccc(N(Cc2ccccc2)C(=O)c2cccc(F)c2)cc1 | -15 | 0 | -4 | 104 | -4 | 0 | 6.8 | -0.2 | -8 | 2
Cc1cccc(OCc2n[nH]c(=S)o2)c1 | -8 | 2 | -4 | 97 | 2 | 1 | -3.4 | -0.2 | 4 | 5
CCN(CC)c1c([N+](=O)[O-])c(=O)sc2ccccc12 | 0 | 10 | 4 | 104 | 1 | 3 | -1.2 | -0.5 | -4 | -12
Cc1c(NC(=O)C(C)N2C(=O)NC3(CCC(C)CC3)C2=O)c(=O)n(-c2ccccc2)n1C (configuration not stated) | 7 | 14 | -1 | 92 | 1 | 2 | 3.4 | -0.1 | -13 | -1
C/C(CC(=O)Nc1cccc(C(F)(F)F)c1)=N/NC(=O)C(=O)NCCO | 6 | 7 | 3 | 99 | 0 | -2 | -0.7 | -0.1 | -9 | x

Reprinted at random: seven records from the list, in no set order.
SMILES | ABHD5-PLIN5 inh | MC4R antag cAMP | Vif imaging | ABCB6 inh 2 | N-glyco inh | Exocytosis inh | MC4R barr agon | aDG glyco act | NOD2-RIPK2 inh | TLR9-MyD88 block
CC(C)(CNC(=O)c1cccs1)CNC(=O)c1cccs1 | 0 | -1 | -7 | 101 | -1 | -3 | -0.3 | 0.1 | -12 | 0
COc1ccc(CCN2C(=O)CC(Nc3ccc(N4CCOCC4)cc3)C2=O)cc1OC (configuration not stated) | -10 | 9 | -5 | 90 | 4 | 0 | -1.0 | -0.3 | -3 | -55
N#Cc1ccc(OCC(=O)NC(=O)NC2CCS(=O)(=O)C2)cc1 (configuration not stated) | 8 | 4 | 4 | 97 | -2 | -1 | -2.1 | 0.0 | -2 | -9
Cc1cccc(NC(=O)CNC(=O)COc2cccnc2[N+](=O)[O-])c1C | 2 | 10 | -4 | 103 | 0 | 9 | 0.5 | 0.2 | 2 | -10
O=C(NC1CCCC1)C(c1ccncc1)N(Cc1ccccc1)C(=O)c1ccc(-c2ccccc2)[nH]1 (configuration not stated) | 21 | 19 | -4 | 99 | 2 | 4 | -0.6 | 0.9 | 1 | -4
COC1=C(Br)C(=O)c2ncccc2C1=O | -28 | 6 | -2 | 92 | -11 | 107* | -1.9 | -0.4 | 6 | -5
CCCCCCC(c1c(C)n(C)n(-c2ccccc2)c1=O)c1c(C)n(C)n(-c2ccccc2)c1=O | 1 | 3 | -6 | 89 | -1 | -4 | -0.5 | 0.2 | -2 | -1

Exocytosis inh: hit marks shown above
SMILES | ABHD5-PLIN5 inh | MC4R antag cAMP | Vif imaging | ABCB6 inh 2 | N-glyco inh | Exocytosis inh | MC4R barr agon | aDG glyco act | NOD2-RIPK2 inh | TLR9-MyD88 block
COC1=C(Br)C(=O)c2ncccc2C1=O | -28 | 6 | -2 | 92 | -11 | 107* | -1.9 | -0.4 | 6 | -5
COc1ccc(OC)c(-c2csc(NC(=O)Cc3ccc(F)cc3)n2)c1 | -6 | -11 | 5 | 100 | 1 | 97* | -0.3 | 0.3 | -13 | -8

This is a subset; rates above refer to the full screens.
